# Bfl-1 Bim block – inhibitors of Bim-Bfl-1 interaction, human. Q16548. Bead-based flow cytometry, Bim-Bfl-1 binding inhibition. inhibition, % at 10 µM. 0.12% of 190,000 active;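 further: 0% = wells without compound plus tracer and 100% = blocker peptide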
# RGS7-Gao – regulators of human RGS7-Galphao interaction; binding response (% of control), % at 10 µM; Multiplexed bead flow cytometry, RGS7-Galphao binding; actives lie on both sides; 0.35% of 220,000 active; P09471; AID 1439; in the data active means binding response below about 49% or above about 150%; inconclusive means no clear call, values can overlap the other calls; inactive means in between;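 further: fluorescent Galphao held in activated GDP-AlF4 state binding bead-coupled RGS7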
# Target sequence (P09471 whole entry, looked up): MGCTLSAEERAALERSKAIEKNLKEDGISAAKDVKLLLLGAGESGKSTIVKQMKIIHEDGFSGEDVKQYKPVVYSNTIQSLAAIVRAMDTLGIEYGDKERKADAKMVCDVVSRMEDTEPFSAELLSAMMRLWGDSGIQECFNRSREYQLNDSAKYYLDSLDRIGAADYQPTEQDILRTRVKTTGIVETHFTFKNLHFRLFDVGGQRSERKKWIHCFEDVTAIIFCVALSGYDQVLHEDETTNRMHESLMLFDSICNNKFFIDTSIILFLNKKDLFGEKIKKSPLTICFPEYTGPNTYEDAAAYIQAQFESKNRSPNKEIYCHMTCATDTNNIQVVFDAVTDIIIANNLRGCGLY
# Bcl-XL Bim block – disrupts Bim peptide binding to human Bcl-XL. bead flow cytometry, fluorescence. 0.04% of 190,000 active. inhibition, % at 10 µM. Q07817
# Target sequence (Q07817 whole entry, looked up): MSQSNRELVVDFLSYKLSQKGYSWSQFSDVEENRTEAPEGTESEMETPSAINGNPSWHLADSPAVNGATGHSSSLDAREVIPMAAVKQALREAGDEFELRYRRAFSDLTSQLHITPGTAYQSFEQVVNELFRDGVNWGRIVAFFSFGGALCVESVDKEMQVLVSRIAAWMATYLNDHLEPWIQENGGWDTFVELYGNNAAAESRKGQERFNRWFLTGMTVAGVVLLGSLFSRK
# Bim-Bcl-2 – disrupts Bim peptide binding to human Bcl-2. 0.06% of 190,000 active. AID 950. inhibition, % at 10 µM. P10415. Bead-based flow cytometry, Bim peptide-Bcl-2 binding; in the data active means inhibition above about 40%; inconclusive means no clear call, values can overlap the other calls;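 further: 0% = no compound wells with probe peptide and 100% = reference peptide inhibitor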
# RGS8-Gao reg – modulates binding of RGS8 to human Galphao; P09471; multiplexed bead flow cytometry; actives lie on both sides; response (percent of control binding), % at 10 µM; 0.34% of 220,000 active; in the data active means response below about 60% or above about 140%; inactive means in between;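 further: Galphao activated as the GDP aluminium fluoride complex binding bead-coupled RGS8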
# Mcl1-Noxa inh – disrupts binding of human Mcl-1 to Noxa peptide; Q07820; TR-FRET Mcl-1/Noxa peptide binding, 2 h; inhibition, % at 21.7 µM; 1.5% of 220,000 active;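 active means compounds that cut the protein-peptide binding signal by more than 50% relative to plate controls in a single-dose test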;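 further: His-tagged Mcl-1 with rhodamine Noxa BH3 peptide and terbium anti-His antibody; 0% = Mcl-1 plus Noxa peptide wells and 100% = peptide-only wells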
# Target sequence (Q07820 whole entry, looked up): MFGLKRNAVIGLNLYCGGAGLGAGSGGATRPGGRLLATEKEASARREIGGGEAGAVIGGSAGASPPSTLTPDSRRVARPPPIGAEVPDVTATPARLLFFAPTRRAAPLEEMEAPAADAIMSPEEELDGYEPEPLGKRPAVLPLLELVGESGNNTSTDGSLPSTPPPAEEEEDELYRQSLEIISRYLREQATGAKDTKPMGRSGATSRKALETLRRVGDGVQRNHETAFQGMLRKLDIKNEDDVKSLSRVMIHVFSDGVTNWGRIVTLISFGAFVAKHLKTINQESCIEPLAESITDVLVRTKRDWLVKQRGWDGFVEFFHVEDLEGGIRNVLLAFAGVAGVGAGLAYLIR
# RGS4-Gao reg – human RGS4-Galphao interaction regulation; Multiplexed bead flow cytometry, RGS4-Galphao binding; actives lie on both sides; AID 1415; 0.33% of 220,000 active; binding response (% of control), % at 10 µM; in the data active means binding response below about 49% or above about 150%; inactive means in between;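 further: fluorescent Galphao activated with aluminum fluoride binding bead-coupled RGS4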
# Bcl-W Bim block – disrupts Bim peptide binding to human Bcl-W | Q92843 | bead-based flow cytometry | inhibition, % at 10 µM | 0.02% of 190,000 active;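 further: 0% = bound tracer without compound and 100% = peptide blocker; higher means less fluorescent Bim peptide bound to Bcl-W beads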
# Mcl1-Bid inh – Mcl-1/Bid interaction inhibition. Q07820. TR-FRET Mcl-1/Bid-Dy647 peptide binding, 1536-well. inhibition, % at 21.7 µM. 0.97% of 220,000 active. AID 1021;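 active means compounds that cut the binding signal by more than half at the single screening dose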;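 further: His-tagged Mcl-1 with europium anti-His antibody binding Bid BH3 peptide; 0% = Mcl-1 plus peptide wells and 100% = peptide-only wells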
# Bim-Mcl-1 – human Bim-Mcl-1 interaction inhibition; Q07820; Bead-based flow cytometry, Bim peptide-Mcl-1 binding; inhibition, % at 10 µM; 0.1% of 190,000 active;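 further: 0% = no compound tracer wells and 100% = peptide blocker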
# Bim-Bcl-B – disrupts Bim peptide binding to human Bcl-B. bead-based flow cytometry. inhibition, % at 10 µM. 0.073% of 190,000 active. AID 951;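 further: 0% = tracer peptide without compound and 100% = reference inhibitor peptide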
# * marks the source's active call; other numbers are inactive results; ? = inconclusive; . = no result given; [ ] = another dose, or the depositor's remark. Unless noted, no stated cut-off is given here; in the data, active means inhibition above about 40%.
1) Cc1nnc(SCc2ccc(F)cc2)n1NC/C=C/c1ccccc1
2) COc1ccc(/C=N/Nc2nc(N3CCCC3)nc(N3CCCC3)n2)cc1O
3) CCOCCCn1c(SCC(=O)Nc2ccc(C(N)=O)cc2)nc2ccccc2c1=O
4) CN1Cc2sc(NC(=S)NC(=O)c3ccccc3)c(C#N)c2CC1(C)C
5) COc1ccc(C(=O)Nc2cccc(-c3cc4ccccc4oc3=O)c2)cc1[N+](=O)[O-]
6) O=C(O)/C=C/C(=O)N1Cc2cc3ccccc3nc2C1
assay / compound	1	2	3	4	5	6
Bfl-1 Bim block	0	1	2	.	-9	.
RGS7-Gao	.	114	95	?	97	?
Bcl-XL Bim block	-2	0	1	.	-5	.
Bim-Bcl-2	-9	0	2	.	-3	.
RGS8-Gao reg	.	105	95	98	103	99
Mcl1-Noxa inh	2	11	10	42	56*	-5
RGS4-Gao reg	.	122	96	102	96	87
Bcl-W Bim block	0	0	0	.	-2	.
Mcl1-Bid inh	-9	-30	-48	-71	87*	-7
Bim-Mcl-1	-3	0	0	.	-1	.
Bim-Bcl-B	-2	-3	-1	.	-4	.

7) O=C1C2C(c3ccccc3)CC=CC2[C@H](c2cccc([N+](=O)[O-])c2)N1Cc1ccccc1 (some centres undefined)
8) Cc1ccc(CNC(=O)C2=NNC(=O)CC2)cc1
9) O=C(Nc1ccc2oc(-c3ccccc3)nc2c1)C1CCCO1 (centres undefined)
10) Cc1ccc(NC(=O)N2CCCCC2)cc1NC(=O)N1CCCCC1
11) Brc1ccc(-c2cn3nc4c(nc3n2)CCCC4)cc1
12) O=C(NNC(=O)c1ccccc1[N+](=O)[O-])c1ccccn1
assay / compound	7	8	9	10	11	12
Bfl-1 Bim block	.	-1	-3	.	-10	-8
RGS7-Gao	?	101	102	?	96	101
Bcl-XL Bim block	.	-4	-7	.	-3	0
Bim-Bcl-2	.	0	-5	.	-6	-4
RGS8-Gao reg	103	106	99	112	98	108
Mcl1-Noxa inh	-10	30	1	-3	11	-47
RGS4-Gao reg	102	100	104	119	98	104
Bcl-W Bim block	.	-5	-1	.	2	1
Mcl1-Bid inh	-43	0	13	-12	6	-35
Bim-Mcl-1	.	-5	-5	.	-1	-1
Bim-Bcl-B	.	-4	-5	.	-8	1

13) Cn1nc(C(=O)OCC(=O)Nc2sccc2C(N)=O)c2ccccc2c1=O
14) COc1ccc(C2N(Cc3ccccc3)CCN2Cc2ccccc2)cc1[N+](=O)[O-]
15) CCN(CC)CCNc1ccc2nnc(CCNS(=O)(=O)c3ccc(C)cc3)n2n1
16) CN(C(=O)COC(=O)c1cccnc1Nc1cccc(C(F)(F)F)c1)C1CCS(=O)(=O)C1 (centres undefined)
17) Cc1[nH]c2ccccc2c1C(=O)CN1CC(C)OC(C)C1 (centres undefined)
18) CCCn1c(NCCO)nc2ccccc21
assay / compound	13	14	15	16	17	18
Bfl-1 Bim block	.	-6	-1	-12	.	-1
RGS7-Gao	?	88	16*	107	?	100
Bcl-XL Bim block	.	-4	-17	-10	.	0
Bim-Bcl-2	.	-3	-1	-14	.	-1
RGS8-Gao reg	101	96	15*	104	90	102
Mcl1-Noxa inh	14	15	15	12	-10	16
RGS4-Gao reg	103	95	20*	108	82	102
Bcl-W Bim block	.	1	-11	-6	.	-1
Mcl1-Bid inh	-29	-16	-7	-62	-30	0
Bim-Mcl-1	.	-1	-26	-13	.	-2
Bim-Bcl-B	.	-3	-2	-9	.	-1

# Quoted at random: 2 compounds from above, in no set order.
14) COc1ccc(C2N(Cc3ccccc3)CCN2Cc2ccccc2)cc1[N+](=O)[O-]
13) Cn1nc(C(=O)OCC(=O)Nc2sccc2C(N)=O)c2ccccc2c1=O
assay / compound	14	13
Bfl-1 Bim block	-6	.
RGS7-Gao	88	?
Bcl-XL Bim block	-4	.
Bim-Bcl-2	-3	.
RGS8-Gao reg	96	101
Mcl1-Noxa inh	15	14
RGS4-Gao reg	95	103
Bcl-W Bim block	1	.
Mcl1-Bid inh	-16	-29
Bim-Mcl-1	-1	.
Bim-Bcl-B	-3	.

# (further entries)
19) CN(C)c1oc(-c2ccccc2F)nc1C#N
20) CCOC(=O)C1=C(C)NC(=O)/C1=C\N(C)C
21) O=C(Nc1nc(-c2cccs2)c(-c2ccccc2)s1)c1ccco1
22) CCCN1C(=O)c2cc(C(=O)Nc3cccc(C(C)=O)c3)ccc2C1Nc1cccc(C(C)=O)c1 (centres undefined)
23) CC(=O)c1cc2c(cc1N/C(=N/S(=O)(=O)c1ccc(C)cc1)c1ccc(Cl)cc1)OCO2
24) C/C(=N\O)c1ccc(Cl)cc1Cl
assay / compound	19	20	21	22	23	24
Bfl-1 Bim block	-11	-5	-4	.	1	.
RGS7-Gao	93	99	100	?	103	?
Bcl-XL Bim block	-2	-3	-4	.	-5	.
Bim-Bcl-2	-10	0	-2	.	2	.
RGS8-Gao reg	103	98	102	85	110	99
Mcl1-Noxa inh	6	9	1	0	10	-23
RGS4-Gao reg	101	100	102	79	104	110
Bcl-W Bim block	-2	-4	-1	.	-2	.
Mcl1-Bid inh	4	-70	-23	-18	4	-16
Bim-Mcl-1	-2	-2	0	.	-2	.
Bim-Bcl-B	-7	-6	-2	.	-5	.

# Overlap with the part before: 4 entries; new compounds follow.
21) O=C(Nc1nc(-c2cccs2)c(-c2ccccc2)s1)c1ccco1
22) CCCN1C(=O)c2cc(C(=O)Nc3cccc(C(C)=O)c3)ccc2C1Nc1cccc(C(C)=O)c1 (centres undefined)
23) CC(=O)c1cc2c(cc1N/C(=N/S(=O)(=O)c1ccc(C)cc1)c1ccc(Cl)cc1)OCO2
24) C/C(=N\O)c1ccc(Cl)cc1Cl
25) Cc1c(N)cccc1-c1nc2ccccc2[nH]1
26) CC1(C)CC(=O)c2c(S(C)(=O)=O)sc(Br)c2C1
27) CCOCCCNCc1cc(Cl)ccc1OCC
28) COc1ccc(NC(=O)Cn2cc(C(=O)c3ccco3)c3ccccc32)cc1
29) CC(C)OC(=O)Nc1ccc2c(c1)N(C(=O)CCN1CCN(CCO)CC1)c1ccccc1CC2
30) O=C(Nc1ccccc1)ON=C1c2ccccc2-c2ccccc21
assay / compound	21	22	23	24	25	26	27	28	29	30
Bfl-1 Bim block	-4	.	1	.	0	.	-3	1	3	-2
RGS7-Gao	100	?	103	?	.	?	?	99	99	110
Bcl-XL Bim block	-4	.	-5	.	-4	.	0	0	-1	0
Bim-Bcl-2	-2	.	2	.	1	.	0	-4	-1	-1
RGS8-Gao reg	102	85	110	99	.	106	96	98	101	111
Mcl1-Noxa inh	1	0	10	-23	12	3	11	10	24	8
RGS4-Gao reg	102	79	104	110	.	104	91	99	103	106
Bcl-W Bim block	-1	.	-2	.	-3	.	0	0	2	0
Mcl1-Bid inh	-23	-18	4	-16	-16	-12	-3	4	-14	-6
Bim-Mcl-1	0	.	-2	.	-2	.	0	-1	-4	0
Bim-Bcl-B	-2	.	-5	.	-2	.	0	-3	-1	-5

31) CCOCC(=O)Nc1cc([N+](=O)[O-])ccc1C
32) Cc1cc(Cl)c(S(N)(=O)=O)cc1OCC(N)=O
33) COc1cc(NC(=O)COC(=O)CNC(=O)c2ccc(Cl)cc2)c(C)cc1[N+](=O)[O-]
34) O=C(O)c1ccc(Sc2nnc3ccccn23)c([N+](=O)[O-])c1
35) CSc1nc2ccccc2cc1/C=C(\C#N)c1ccc(Cl)c(Cl)c1
36) Cc1ccc(C(C#N)c2ccc(C(=O)c3ccc(F)cc3)cc2)cc1 (centres undefined)
assay / compound	31	32	33	34	35	36
Bfl-1 Bim block	-1	-19	2	.	-4	-10
RGS7-Gao	86	91	98	?	84	106
Bcl-XL Bim block	-17	-6	0	.	-6	-2
Bim-Bcl-2	0	-10	2	.	0	-10
RGS8-Gao reg	85	92	101	98	88	99
Mcl1-Noxa inh	-17	2	5	-1	12	-6
RGS4-Gao reg	85	94	99	109	88	99
Bcl-W Bim block	-10	-1	-1	.	-4	0
Mcl1-Bid inh	-25	-24	12	-9	-12	-13
Bim-Mcl-1	-5	-4	-5	.	-2	0
Bim-Bcl-B	-8	-12	-2	.	-2	-7

37) CN(/C=C/C(=O)C(F)(F)C(F)(F)F)Cc1ccccc1
38) NNc1ncnc2sc3c(c12)CCC3
39) CC(=O)N1CCN(S(=O)(=O)c2cccc(C(=O)Nc3ccc4c(c3)CCC4)c2)CC1
40) Cc1cc(C)c2oc(C(=O)Nc3ccc(S(=O)(=O)N4CCCC(C)C4)cc3)cc(=O)c2c1 (centres undefined)
41) CC(C)CSc1nc(N2CCOCC2)c2c(c1C#N)CC(C)(C)SC2
42) COc1ccc2nc(SCc3cccc(C)c3)nc(C)c2c1
43) COc1ccc(-c2csc(NC(=O)c3ccc(S(=O)(=O)N4CCc5ccccc5C4)cc3)n2)cc1
44) Cc1ccc(S(=O)(=O)c2cc(OC(=O)c3ccco3)ccc2OC(=O)c2ccco2)cc1
45) CC1=NNC(=O)C1CC(=O)N/N=C/C(C)=C/c1ccccc1 (centres undefined)
assay / compound	37	38	39	40	41	42	43	44	45
Bfl-1 Bim block	5	-11	0	8	-1	-7	-1	-14	-9
RGS7-Gao	99	105	100	168*[activator]	95	107	96	100	99
Bcl-XL Bim block	2	-2	-3	1	1	-7	-5	-1	-3
Bim-Bcl-2	8	-2	1	6	-1	-9	0	-1	0
RGS8-Gao reg	103	109	102	103	104	106	100	101	100
Mcl1-Noxa inh	-8	-9	3	-18	25	10	-5	9	8
RGS4-Gao reg	100	105	102	152*[activator]	97	105	97	98	99
Bcl-W Bim block	7	-1	0	0	0	-8	-5	0	0
Mcl1-Bid inh	-29	-26	-6	-12	-44	4	-31	-13	-27
Bim-Mcl-1	2	0	0	4	-1	-8	-4	0	1
Bim-Bcl-B	8	-4	0	0	0	-16	-8	-4	0
